# bIAP activator – intestinal alkaline phosphatase (bovine) activation; purified bovine IAP, CDP-star luminescence, 30 min; active compounds read high; fold of DMSO-control signal, blank-subtracted; activation factor at 20 µM; 200,000 compounds, 0.17% hits; AID 1016;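 active means activation factor of 2 or more at 20 µM, a signal rise over negative controls twice the positive control's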
# PPARg SRC-2 ag – agonists of SRC-2 recruitment by human PPARgamma. P37231. PPARgamma LBD-SRC-2 recruitment, biochemical. activation, % at 8 µM. 200,000 compounds, 0.34% hits. AID 1032; in the data active means activation above about 22%;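 further: 0% = vehicle and 100% = reference agonist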
# TR-FRET SRC-2 ct – TR-FRET artefact, counter-screen to PPARgamma/SRC-2 agonist assay; active compounds read high; TR-FRET ratio at 8 µM; 200,000 compounds, 0.4% hits; AID 1049; in the data active means TR-FRET ratio above about 2000; further: inactives centre near 1500
# PPARg SRC-3 ag – promotes SRC-3 coactivator recruitment by human PPARgamma. biochemical PPARgamma/SRC-3 coactivator recruitment assay. activation, % at 8 µM. AID 731. P37231. 200,000 compounds, 0.26% hits; in the data active means activation above about 23%;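 further: 0% = DMSO and 100% = reference agonist; some compounds past the cut are filed as inactive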
# STAT3 act – STAT3 signaling activation | activation (% of control), % at 5.6 µM | 190,000 compounds, 0.91% hits | U3A cells, IL-6 STAT3-luciferase reporter, luminescence; 100% = signal with IL-6 EC80 alone;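 active means activation above the screen-wide mean of compound activation plus 3 SD, cut at about 130% in these data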;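 further: 0% = background luminescence of wells with medium and substrate only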
#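 Material: human STAT1-deficient U3A cells with stable STAT3-luciferase reporter / Probe or stimulus: IL-6 stimulus at 33 ng/mL final / Schedule: 1 h compound pre-exposure, 6 h IL-6 stimulation, 37 °C / Technique: luminescence / Read-out basis: percent of IL-6-only median luminescence / Control set: IL-6-only high control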
# ROMK mod – modulators of human ROMK potassium channel; Tet-inducible ROMK, thallium flux fluorescence; actives lie on both sides; B-score at 10 µM; 130,000 compounds, 2% hits;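 active means signal ratio slope over the read window, or its plate-corrected B-score, at least 3 SD from the plate mean, either direction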;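 further: B-score of the F/F0 ratio slope over 7 to 12 s after thallium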
# STAT3 inh – STAT3 signaling inhibition. U3A cells, IL-6 STAT3-luciferase reporter, luminescence; host cell line lacks STAT1. inhibition, % at 5.5 µM. 190,000 compounds, 0.89% hits. AID 862;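 active means inhibition above the mean inhibition across all screened compounds plus 3 SD, cut at about 44% in these data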;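 further: 0% = DMSO only wells and 100% = 100 µM nifuroxazide control wells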
# bIAP inhibitor – blocks bovine intestinal alkaline phosphatase activity; AID 1019; 190,000 tested, under 10 active; purified bovine IAP, CDP-star luminescence, 30 min; inhibition, % at 20 µM;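 active means over 50% inhibition of intestinal alkaline phosphatase at 20 µM in the single-dose screen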
#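 Assay system: bovine IAP enzyme; medium: DEA buffer 100 mM, pH 9.8, with MgCl2 1.0 mM, ZnCl2 0.02 mM; doses: 20 µM single dose; incubation: enzyme reaction for 30 min at room temperature; detection: CDP-star luminescence signal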
# STAT1 blocker – inhibitors of IFN-gamma induced STAT1 signaling | inhibition, % at 5.5 µM | 200,000 compounds, 0.35% hits | NIH 3T3 STAT1-luciferase reporter, luminescence | AID 920;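 active means inhibition above a set limit, the mean inhibition across all tested compounds plus 3 SD, cut at about 34% in these data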;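 further: 0% = IFN-gamma with DMSO and 100% = IFN-gamma with 300 µM nifuroxazide; values of inactives mirror those of a sister screen read the other way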
# TNAP act hi DEA – activators of human TNAP at high phosphate acceptor concentration; P05186; activation factor at 20 µM; purified TNAP, CDP-star luminescence, 1 M DEA, 30 min; active compounds read high; 0 = EDTA background, 1 = DMSO-only activity; 200,000 tested, under 10 active;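 active means activation factor at least 2 at 20 µM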
# Target sequence (P05186 whole entry, looked up): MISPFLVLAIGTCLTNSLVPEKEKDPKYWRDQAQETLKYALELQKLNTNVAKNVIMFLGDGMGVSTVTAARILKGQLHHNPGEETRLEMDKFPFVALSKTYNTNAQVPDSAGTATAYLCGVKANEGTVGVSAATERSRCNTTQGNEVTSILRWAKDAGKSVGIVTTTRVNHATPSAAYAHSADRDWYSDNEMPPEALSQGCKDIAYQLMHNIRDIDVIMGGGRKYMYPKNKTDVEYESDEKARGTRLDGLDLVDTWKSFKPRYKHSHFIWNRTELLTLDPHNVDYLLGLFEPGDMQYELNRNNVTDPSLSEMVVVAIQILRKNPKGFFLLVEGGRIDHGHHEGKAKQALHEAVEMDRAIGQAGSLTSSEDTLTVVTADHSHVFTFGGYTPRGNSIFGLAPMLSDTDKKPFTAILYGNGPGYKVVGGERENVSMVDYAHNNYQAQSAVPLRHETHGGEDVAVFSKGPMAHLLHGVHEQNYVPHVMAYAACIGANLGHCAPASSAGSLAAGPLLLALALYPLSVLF
#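 Test system – human TNAP · Doses – 20 µM single point · Incubation – 30 min, room temperature · Signal – luminescent substrate turnover signal · Read-out basis – activation factor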
# PPARg SRC1 recr – PPARgamma-driven SRC-1 recruitment agonism; P37231; PPARgamma-SRC-1 coactivator recruitment biochemical assay; AID 631; activation, % at 8 µM; 200,000 compounds, 0.41% hits; in the data active means activation above about 19%;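 further: 0% = DMSO and 100% = reference agonist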
# * hit, by the source's call; x = no result given; & = joins results of further samples. A portion of the library; rates above refer to the full screens.
SMILES	bIAP activator	PPARg SRC-2 ag	TR-FRET SRC-2 ct	PPARg SRC-3 ag	STAT3 act	ROMK mod	STAT3 inh	bIAP inhibitor	STAT1 blocker	TNAP act hi DEA	PPARg SRC1 recr
Cc1cc(O)c2c(c1)C(=O)c1cccc(O)c1C2=O	1.1	15	1604	3	88	-0.82	11	-5	-4	0.8	8
CCOC(=O)Nc1ccc2c(c1)N(C(=O)CCN1CCOCC1)c1ccccc1S2	1.1	7	1597	-20	103	x	0	-5	13	1	0
CC1(C)Oc2ccc(C#N)cc2[C@@H](N2CCCC2=O)[C@@H]1O	1.1	3	1357	-4	98	x	5	-12	8	1	0
C#C[C@]1(O)CC[C@H]2[C@@H]3CCC4=CC(=O)CC[C@@H]4[C@H]3CC[C@@]21CC	1	-1&-6	1344&1489	-2&0	x	x	x	-3	x	1	-7&-7
COc1cc(C)nc(-n2nc(C)cc2OC)n1	0.9	2	1625	-3	103	x	-1	11	4	1	9
COc1cc(C(=O)NCCCCCC(=O)O)cc(OC)c1OC	0.9	2	1456	-9	98	x	7	10	-5	1	-2
Cc1ccsc1/C=C/C1=NCCCN1C	0.9	9	1611	0	100	x	2	8	-2	1	8
C[C@]12CC[C@H]3C(=CCc4cc(O)ccc43)[C@@H]1CCC2=O	0.9	0	1554	0	102	x	0	8	-8	1	6
Oc1cc2c(cc1O)C1c3ccc(O)c(O)c3OCC1(O)C2 (stereo unspecified)	0.5	22	1683	10	x	x	x	48	-9	0.7	27*
CCN(CC)CCOC(=O)C(c1ccccc1)c1ccccc1	1	-2	1723	2	106	x	-4	5	-2	1	11
COc1ccc(Sc2ccc(NC(=O)c3ccccc3Cl)cc2C#N)cc1	1	4	1772	2	107	x	2	-1	4	1.1	2
O=C1CCc2cc(OCCCCc3nnnn3C3CCCCC3)ccc2N1	1&1	2&-3&8	1645&1446&1492	2&1&0	101	x	2	-1&3	11	1&1	11&-10&-2
CCCc1cc(C(N)=S)ccn1	1.2	-1	1365	9	105	x	-4	-20	4	1	0
CCCN(CCC)C(=O)C(CCC(=O)O)NC(=O)c1ccccc1 (stereo unspecified)	0.9	0	1553	0	101	x	1	8	0	1	4
CN(C)CCOC(=O)C(c1ccccc1)C1(O)CCCC1 (stereo unspecified)	0.9	3	1540	4	94	x	9	10	1	1	6
CC(=O)O[C@@]12CO[C@@H]1C[C@H](O)[C@@]1(C)C(=O)[C@H](O)C3=C(C)[C@@H](OC(=O)[C@H](O)[C@@H](NC(=O)OC(C)(C)C)c4ccccc4)C[C@](O)([C@@H](OC(=O)c4ccccc4)[C@H]21)C3(C)C	1	4	1564	-2	x	x	x	-5	x	1	-5
COc1cc(NC(=O)c2cc(C3CC3)on2)c(OC)cc1Cl	0.9	-4	1444	-13	159*	x	-60	6	1	1	6
COc1ccc(S(=O)(=O)Nc2nnc(CC(C)C)s2)cc1	0.9	6	1397	-1	101	1.8	5	5	12	1	7
OCC(O)CN1CCN(c2ccccc2)CC1 (stereo unspecified)	0.7	7	1586	3	97	x	6	34	-1	1.1	11
C[C@@H]1C[C@H]2[C@@H]3C[C@H](F)C4=CC(=O)C(Cl)=C[C@]4(C)[C@@]3(F)[C@@H](O)C[C@]2(C)[C@@]1(O)C(=O)CO	1	2	1567	2	x	x	x	-4	x	1	3
CCCCOC(=O)c1ccc(N)cc1	0.9	4	1530	-3	95	x	8	9	-1	1.1	5
O=C(NCCN1CCOCC1)c1ccc(Cl)cc1	1	-3	1577	5	107	1.1	-6	0	-3	1.1	3
CCOc1ccc(NC(=S)N2CCC(C(O)(c3ccccc3)c3ccccc3)CC2)cc1	1	0	1601	-3	100	-0.008	-2	1	5	1	-4
O=C(O)CCCCCCCC(=O)O	0.9	-2	1402	-2	97	x	5	6	2	1.1	5
CN1CCN(c2c(F)cc3c(=O)c(C(=O)O)cn4c3c2SCC4)CC1	0.8&0.9	0&4	1825&1458	1&3	100	1.7	4	17&6	1	1&1.1	3&-9
CN1CCC(=C2c3ccccc3CC(=O)c3sccc32)CC1	0.9&0.9	1&8	1576&1385	3&2	100	x	3	11&12	-2	1&1.1	11&2
Cc1oncc1C(=O)Nc1ccc(C(F)(F)F)cc1	0.9	-5	1343	4	84	x	20	9	-18	1	11

# Record cards, from the list above:
# Listed for CN1CCN(c2c(F)cc3c(=O)c(C(=O)O)cn4c3c2SCC4)CC1 : bIAP activator = 0.8&0.9; PPARg SRC-2 ag = 0&4; TR-FRET SRC-2 ct = 1825&1458; PPARg SRC-3 ag = 1&3; STAT3 act = 100; ROMK mod = 1.7; STAT3 inh = 4; bIAP inhibitor = 17&6; STAT1 blocker = 1; TNAP act hi DEA = 1&1.1; PPARg SRC1 recr = 3&-9
# Listed for COc1ccc(Sc2ccc(NC(=O)c3ccccc3Cl)cc2C#N)cc1 : bIAP activator = 1; PPARg SRC-2 ag = 4; TR-FRET SRC-2 ct = 1772; PPARg SRC-3 ag = 2; STAT3 act = 107; ROMK mod = x; STAT3 inh = 2; bIAP inhibitor = -1; STAT1 blocker = 4; TNAP act hi DEA = 1.1; PPARg SRC1 recr = 2

# Reformatted: 5 of the compounds above
# Screens in order: bIAP activator | PPARg SRC-2 ag | TR-FRET SRC-2 ct | PPARg SRC-3 ag | STAT3 act | ROMK mod | STAT3 inh | bIAP inhibitor | STAT1 blocker | TNAP act hi DEA | PPARg SRC1 recr
CCOc1ccc(NC(=S)N2CCC(C(O)(c3ccccc3)c3ccccc3)CC2)cc1
→ 1 | 0 | 1601 | -3 | 100 | -0.008 | -2 | 1 | 5 | 1 | -4
O=C(O)CCCCCCCC(=O)O
→ 0.9 | -2 | 1402 | -2 | 97 | x | 5 | 6 | 2 | 1.1 | 5
CN1CCN(c2c(F)cc3c(=O)c(C(=O)O)cn4c3c2SCC4)CC1
→ 0.8&0.9 | 0&4 | 1825&1458 | 1&3 | 100 | 1.7 | 4 | 17&6 | 1 | 1&1.1 | 3&-9
CN1CCC(=C2c3ccccc3CC(=O)c3sccc32)CC1
→ 0.9&0.9 | 1&8 | 1576&1385 | 3&2 | 100 | x | 3 | 11&12 | -2 | 1&1.1 | 11&2
Cc1oncc1C(=O)Nc1ccc(C(F)(F)F)cc1
→ 0.9 | -5 | 1343 | 4 | 84 | x | 20 | 9 | -18 | 1 | 11

# Screening results from PubChem BioAssay.
